# HepG2 tox: qHTS for Inhibitors of TGF-b: Cytotox Counterscreen; HepG2 CAGA-GFP viability, ATP luminescence, 18 h; Potency, µM (doses to about 46.1 µM), for inactives: at the highest dose activity change, negative = cytotoxicity, usual class: cytotoxic; 410,000 compounds, 0.76% hits; AID 588856, 2011; further: some results filed as inactive show a strong effect at the top dose
#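 CellTiter-Glo luminescence gave cytotoxicity after 18 hours at 37 degrees C. The cells were HepG2 CAGA-GFP in 1% FBS DMEM, stimulated with 500 pg/mL TGF-beta after compound addition. %Activity was normalised to no-cell wells (complete cell-killing) and DMSO (no toxicity), and curves were fitted and classified.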
# Nrf2 block: Nrf2 qHTS screen for inhibitors; 360,000 compounds, 2.1% hits; Potency, µM (titrated, usually from 46 µM), inactives show at the top dose activity change, negative = inhibition, actives largely listed as inhibitors; AID 504444, 2011; A549 ARE-Fluc reporter, luciferase luminescence, 18-24 h; further: on the % scale 0 is the no-effect control and ±100 the full control effect; nearly all actives have a fitted effect of over 60% in size
#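 Nrf2 function is reported as luminescence of an ARE-controlled luciferase in A549 cells. Compounds were tested at several concentrations, and a CellTiter-Fluor read on the same wells flagged cytotoxicity.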
# EPAC2 antag: qHTS for Antagonist of cAMP-regulated guanine nucleotide exchange factor 2 (EPAC2): primary screen | EPAC2 GEF exchange of Rap1B-BODIPY-GDP, fluorescence | 360,000 compounds, 0.18% hits | AID 720708, 2013 | Potency, µM (titrated, usually from 114 µM), inactives show at the top dose activity, negative = inhibition, usual class: inhibitors; further: on the % scale 0 is the no-effect control and ±100 the full control effect; nearly all actives have a fitted effect of over 45% in size; many of its hits are not listed in these tables
# Target sequence (Q8WZA2 whole entry, looked up): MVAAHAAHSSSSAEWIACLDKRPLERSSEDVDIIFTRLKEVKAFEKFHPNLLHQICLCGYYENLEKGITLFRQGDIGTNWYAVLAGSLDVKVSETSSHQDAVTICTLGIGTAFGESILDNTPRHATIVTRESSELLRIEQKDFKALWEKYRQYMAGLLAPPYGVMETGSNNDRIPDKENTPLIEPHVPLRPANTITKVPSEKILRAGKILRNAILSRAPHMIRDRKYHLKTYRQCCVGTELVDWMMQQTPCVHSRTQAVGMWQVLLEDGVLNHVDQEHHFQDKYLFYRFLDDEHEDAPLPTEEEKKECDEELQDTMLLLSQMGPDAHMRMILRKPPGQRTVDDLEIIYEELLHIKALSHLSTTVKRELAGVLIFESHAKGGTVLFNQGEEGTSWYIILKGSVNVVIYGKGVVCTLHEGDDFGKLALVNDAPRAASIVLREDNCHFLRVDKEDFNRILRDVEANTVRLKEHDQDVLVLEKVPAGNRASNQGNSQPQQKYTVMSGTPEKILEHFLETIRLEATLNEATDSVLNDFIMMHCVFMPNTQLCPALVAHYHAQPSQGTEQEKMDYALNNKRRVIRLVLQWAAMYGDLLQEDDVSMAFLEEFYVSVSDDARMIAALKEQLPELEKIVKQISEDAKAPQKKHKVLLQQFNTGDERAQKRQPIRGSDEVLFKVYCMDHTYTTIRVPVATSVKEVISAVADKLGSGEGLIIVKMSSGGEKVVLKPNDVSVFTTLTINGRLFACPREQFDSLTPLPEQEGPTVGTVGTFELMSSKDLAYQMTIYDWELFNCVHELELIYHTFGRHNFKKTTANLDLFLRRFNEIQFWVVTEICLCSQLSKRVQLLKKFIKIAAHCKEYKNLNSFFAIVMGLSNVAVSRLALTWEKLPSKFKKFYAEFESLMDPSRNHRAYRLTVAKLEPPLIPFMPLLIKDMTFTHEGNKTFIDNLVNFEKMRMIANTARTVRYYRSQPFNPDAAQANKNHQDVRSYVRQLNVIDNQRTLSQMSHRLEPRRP
# MCF10A rerep: A quantitative high throughput screen for small molecules that induce DNA re-replication in MCF 10a normal breast cells; MCF 10A DNA re-replication, Hoechst nuclear intensity, 48 h; Potency, µM (series often up to 46.1 µM), for the others: at the top dose activity, positive = re-replication, most hits filed as activators; 350,000 compounds, 2.9% hits; AID 624296, 2012; further: % of control where 0% means no effect; nearly all actives have a fitted effect of over 50% in size
# Nrf2 ARE act: qHTS of Nrf2 Activators | AREc32 ARE-luciferase reporter (MCF7-derived line), luminescence, 24 h | AID 624171, 2012 | 410,000 compounds, 0.31% hits | Potency, µM (top dose mostly 46.1 µM), without a hit: at the top dose activation, actives largely listed as activators; further: % of control where 0% means no effect; nearly all actives have a fitted effect of over 65% in size
#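 For detection, Steady-Glo was added and plates sat 30 min at RT; before that, AREc32_Fluc cells grown overnight in OPTI-MEM/5% FBS had been treated with 23 nL compound for 24 hr at 37 deg C.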
# ATXN2 expr inh: Primary qHTS for Inhibitors of ATXN expression | HEK-293 ATXN2-luciferase reporter, luminescence, 24 h | Potency, µM (highest dose often 57 µM), without a hit: top-dose activity change, negative = inhibition, usual class: inhibitors | 360,000 compounds, 0.72% hits; further: on the % scale 0 is the no-effect control and ±100 the full control effect; nearly all actives have a fitted effect of over 55% in size
#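 qHTS (up to 57 uM final) was run with 24 h compound exposure of reporter cells at 37 °C. Each well was multiplexed: SteadyGlo luminescence measured ATXN2-luciferase expression after a fluorogenic Gly-Phe-AFC viability readout (25 uM final).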
# TGFb inhibitor: qHTS for Inhibitors of TGF-b; HepG2 CAGA-GFP TGF-b/SMAD3 reporter, GFP fluorescence, 18 h; TGF-beta stimulated, 500 pg/mL final; 410,000 compounds, 1.2% hits; AID 588855, 2011; Potency, µM (titrated, usually from 46.1 µM), for inactives: at the highest dose activity, negative = inhibition, hits mostly inhibitors; further: on the % scale 0 is the no-effect control and ±100 the full control effect; nearly all actives have a fitted effect of over 65% in size
#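 First, reporter cells (HEPG2 CAGA-GFP) rested 2 h at 37 degrees C. Next, compounds were pinned in and TGF-beta added to 500 pg/mL final. After 18 h, GFP was imaged per cell and summed per well.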
# A549 viability: Nrf2 qHTS screen for inhibitors: counterscreen for cytotoxicity | A549 ARE-Fluc cells, CellTiter-Fluor viability, 18-24 h | Potency, µM (top dose mostly 46 µM), for the others: at the highest dose activity change, negative = cytotoxicity, actives largely listed as inhibitors | 390,000 compounds, 0.16% hits; further: on the % scale 0 is the no-effect control and ±100 the full control effect
#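 Cytotoxicity counterscreen: CellTiter-Fluor fluorescence was measured in A549 ARE_Fluc cells after 18-24 h of compound exposure in a concentration series. The subsequent BugLite luminescent read reports ARE-luciferase activity.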
# S2 tox: Viability Counterscreen for Primary qHTS for Inhibitors of ATXN expression | S2 cells (HEK-293 line with an ATXN2-luciferase reporter) viability, CellTiter-Fluor protease fluorescence, 24 h | Potency, µM (highest dose often 56.7 µM), most hits filed as cytotoxic | 400,000 compounds, 0.49% hits | AID 651635, 2014; further: nearly all actives have a fitted effect of over 40% in size
# * marks the source's active call; other numbers are inactive results; i = inactive; ? = inconclusive; · = not tested or not shown; & = joins results of further samples; [ ] = remark or other dose. The call rests on the fitted dose curve; in most records, active means well fitted curve in the direction sought with a large enough effect; inconclusive means small, poorly fitted or top-dose-only effect, or another doubt; inactive means no such curve, though single readings can be large; an effect the other way counts as inactive or inconclusive. Potency means the concentration at half of the fitted maximal effect. Only part of the results is shown. The share of hits here may be higher or lower than overall.
# Each structure is followed by: HepG2 tox	S2 tox	ATXN2 expr inh	TGFb inhibitor	EPAC2 antag	Nrf2 block	Nrf2 ARE act	A549 viability	MCF10A rerep
- CCN(CC(=O)Nc1c(F)cccc1F)C(=O)CSCC(=O)Nc1cccc(C)c1
 : -0.8%	?	-0.9%	-6.6%	4.8%	6.0%	-0.9%	-8.3%	-3.7%
- CC(=O)Nc1ccc(S(=O)(=O)N2c3ccccc3C(C)=CC2(C)C)cc1
 : -22.1%	?	-3.9%[11.3 µM]	?	1.5%	18.4%	0.3%	-13.2%	?
- CCCCN(C(=O)c1cccc(S(=O)(=O)N2CCOCC2)c1)c1c(N)n(CCC)c(=O)[nH]c1=O
 : 17.4%	i	·	15.0%	11.8%	-15.4%	-0.1%	-7.0%	-0.5%
- C/C(=N\NC(=O)c1csc2ccccc12)c1ccc(O)cc1
 : -20.8%	i	17.4%	?	-7.5%	·	2.4%	3.2%	9.7%
- COc1ccc2oc(=O)c(/C(N)=N/NC(=O)c3ccncc3)cc2c1
 : -2.6%	i	0.0%	5.7%	7.0%	-10.5%	0.5%	-4.0%	-6.7%
- CCCCn1c(SCC(=O)NCc2cccs2)nc2c1c(=O)n(C)c(=O)n2C
 : -15.0%	i	1.4%	-24.9%	-0.4%	6.4%	-0.6%	-17.2%[1.84 µM]	3.1%
- O=C(O)c1cc(S(=O)(=O)N2CCCCCC2)ccc1Cl
 : -6.3%	i	-3.1%	-17.0%	-4.7%	·	-0.5%	-2.7%	3.4%
- CC(=O)N/C(=C/c1ccc2c(c1)OCO2)C(=O)N1CCOCC1
 : 2.9%	i	-10.0%	5.4%	6.4%	3.7%	-0.2%	-15.1%	-0.2%
- O=S(=O)(NNC(=S)NCC1CCCO1)c1cc(Cl)ccc1Cl (centres undefined)
 : -13.3%	i	3.8%	-0.3%	-1.3%	3.7%	0.4%	0.4%	-2.9%
- Cc1ccc(C2=CC(c3cccs3)n3nnnc3N2)cc1 (centres undefined)
 : -15.2%	i	17.1%	39.3%	-2.4%	?	?	-4.3%	8.5%
- CCOC(=O)C1=C(N)N(c2ccc(C)cc2)C2=C(C(=O)CCC2)C1c1cccs1 (centres undefined)
 : -13.5%	i	3.0%	11.2µM*	-4.2%	10.1%	2.2%	0.3%	11.6%
- O=C(COc1ccc2c3c(c(=O)oc2c1)CCC3)NCc1ccccn1
 : 4.6%	i	7.2%	18.9%	1.7%	9.1%	-0.6%	-3.7%	1.1%
- CC(C)N(C)C1=CC(=O)C(N(C)C(C)C)=CC1=O
 : -5.2%	i	19.1%	0.0%	-0.7%	5.2%	3.4%	-9.8%	-1.5%
- O=c1ccc(-c2ccc(S(=O)(=O)N3CCCCC3)o2)n[nH]1
 : 40.1%	i	·	30.4%[activator]	-29.7%	0.0%	0.5%	1.0%	-1.3%
- O=C1OC(N2CCN(C/C=C/c3ccccc3)CC2)c2ccccc21 (centres undefined)
 : 2.1%	i	-1.6%	11.5%	17.8%	7.1%	-0.9%	0.2%	-0.1%
- Cc1ccc(S(=O)(=O)N2CCCCC2)cc1NC(=O)COC(=O)C1CC1
 : 1.0%	i	·	6.6%	?	·	2.4%	·	·
- CC(=O)N1CCCc2cc(S(=O)(=O)N3CCCC(C(=O)NC(C)C)C3)ccc21 (centres undefined)
 : -9.6%	i	-14.2%	-17.7%	·	·	1.4%	10.4%	·
- CCOC(=O)C1CCN(C(=O)c2ccc(OCC(=O)Nc3cccc(C(F)(F)F)c3)cc2)CC1
 : -7.3%	i	0.9%	-15.7%	-15.7%	-1.5%	-0.5%	-1.9%	7.1%
- CC(C(=O)NCC1(c2ccccc2)CCCC1)N1CCCC1 (centres undefined)
 : 2.0%	i	-4.9%	-5.1%	-0.7%	-16.0%	-0.1%	5.8%	8.5%
- Cn1c(=O)c2c(nc(CN3CCN(Cc4ccccc4)CC3)n2Cc2cccc(Cl)c2)n(C)c1=O
 : -25.2%	?	-24.3%	-11.6%	-8.4%	-1.6%	3.2%	-16.2%	-0.5%
- Cc1cc(NC(=O)CSc2ncc(C(=O)Nc3ccc(Cl)cc3)c(=O)n2C)no1
 : -2.2%	·	·	-1.0%	·	·	4.8%	9.1%	·
- CCCCN(CCCC)C(=O)c1cn(CC)c2cc(N3CCN(C)CC3)c(F)cc2c1=O
 : -4.8%	?	0.0%	22.9%	3.1%	-0.1%	0.3%	-11.8%	0.0%
- COc1cc(C(=O)OCC(=O)NCCC2=CCCCC2)cc(OC)c1OC
 : 7.6%	i	-8.9%	2.3%	-0.9%	12.9%	-0.1%	0.0%	15.0%
- COc1cc(CCC(=O)Nc2cc(Cl)ccc2N2CCN(C)CC2)cc(OC)c1OC
 : -49.3%	i	-22.8%	-12.0%	-1.4%	9.6%	-0.7%	0.8%[1.84 µM]	2.8%
- CCOc1ccnc(OCC)c1Br
 : 8.5%	i	6.3%	17.1%	6.7%	1.3%	0.2%	-5.3%	?
- Clc1cccc(-n2ncc3c(NCCCN4CCOCC4)ncnc32)c1
 : -44.4%	i	8.4%	-7.4%	·	·	19.3%	14.3%	·
- CN(C)CCNC(=O)C1CCN(S(=O)(=O)c2ccc3ccccc3c2)CC1
 : -0.7%	i	-12.8%	-29.7%	3.7%	0.6%	-0.3%	3.5%	8.8%
- O=C(c1ccccc1Nc1ccc(SC(F)F)cc1)N1CCCCCC1
 : 1.6%	i	-11.4%	-16.1%	4.2%	?	-0.5%	-27.0%	?
- C[C@@]12CCC3[C@@](CCC4[C@@]3(C)CCC[C@@]4(C)C(=O)Nc3ccc(Cl)cc3)(CC1=O)C2 (some centres undefined)
 : -15.5%	?	4.8%	0.6%	9.0%	-6.4%	0.9%	-4.1%	-0.1%
- CC(Sc1nc2cc(Cl)ccc2s1)C(=O)Nc1ccc2c(c1)OCO2 (centres undefined)
 : -1.9%	i	12.4%	-2.8%	-1.6%	-12.7%	3.1%	-4.1%	14.2%

# Limited to S2 tox and HepG2 tox (five entries from above):
Structure | S2 tox | HepG2 tox
Cc1cc(NC(=O)CSc2ncc(C(=O)Nc3ccc(Cl)cc3)c(=O)n2C)no1 | · | -2.2%
CCCCN(CCCC)C(=O)c1cn(CC)c2cc(N3CCN(C)CC3)c(F)cc2c1=O | ? | -4.8%
COc1cc(C(=O)OCC(=O)NCCC2=CCCCC2)cc(OC)c1OC | i | 7.6%
COc1cc(CCC(=O)Nc2cc(Cl)ccc2N2CCN(C)CC2)cc(OC)c1OC | i | -49.3%
CCOc1ccnc(OCC)c1Br | i | 8.5%

# Other compounds:
# Each structure is followed by: HepG2 tox	S2 tox	ATXN2 expr inh	TGFb inhibitor	EPAC2 antag	Nrf2 block	Nrf2 ARE act	A549 viability	MCF10A rerep
- O=C(O)/C=C/C(=O)NCCc1cccc(Cl)c1
 : -0.7%	i	·	10.0%	1.5%	-7.3%	-0.6%	-4.3%	-9.1%
- C[C@H]1C=C(C(=O)NC2CC2)O[C@@H](OCc2ccc(CO)cc2)C1
 : -3.2%	i	37.2%	2.9%	10.2%	6.8%	3.5%	0.3%	-1.7%
- C[N+]1(CC(=O)OC2CCCCCCCCCCC2)CCCC1
 : -3.2%	i	-10.2%	-6.0%	2.3%	-18.4%	6.7%	-1.9%	?
- CC1(C(=O)NS(=O)(=O)c2ccccc2Cl)CCN1C(=O)Cc1cccs1 (centres undefined)
 : -3.7%	i	16.8%	-12.6%	3.3%	·	-0.8%	·	·
- CSc1cccc(NC(=O)C2CCN(C(=O)c3ccccc3C)CC2)c1
 : -9.9%	i	-12.6%	-18.0%	14.8%	-2.5%	-0.5%	0.0%	-0.4%
- O=C1OC(N2CCN(c3ccccn3)CC2)c2ccccc21 (centres undefined)
 : -11.8%	i	-0.8%	3.3%	-2.9%	11.2%	0.0%	-1.8%	21.6%
- O=C(NC1CCCCC1)c1ccc(CSc2nc3ccncc3n2Cc2ccccc2F)cc1
 : -4.1%	?	-4.2%	?	·	2.5%	14.0%	4.0%	·
- COc1ccccc1NC(=O)c1nc[nH]c1C(=O)Nc1ccccc1OC
 : -5.9%	?	-12.7%	-7.4%	-2.7%	-15.8%	-0.8%	-9.8%	7.3%
- CCOc1ccccc1N(C(=O)c1snc(C(N)=O)c1N)C(C(=O)NCCC(C)C)c1ccco1 (centres undefined)
 : 0.1%	i	-5.2%	-8.8%	-7.9%	25.9µM*	0.5%	?	18.7%
- COc1ccc(CN2CC[C@@H]3CN(C(C)=O)[C@H](c4ccccc4Br)C[C@@H]32)cc1
 : 8.0%	i	10.6%	?	1.5%	·	0.3%	·	·
- O=C(O)c1ccc(Sc2nnc3ccccn23)c([N+](=O)[O-])c1
 : -2.0%	i	-11.4%	-19.8%	-0.7%	0.7%	-0.5%	0.2%	-12.0%
- COc1ccc(CCNC(=O)c2ccc(CNS(=O)(=O)c3ccccc3)cc2)cc1OC
 : -35.7%&-0.7%	i	-12.3%&1.8%	-1.2%&1.6%	-2.6%	13.6%&-1.2%	-0.4%&-0.4%	8.9%&-0.8%	2.2%
- CCN(CC)c1ccc(/C=C2\C(=O)c3ccc(C(=O)O)cc3C2=O)cc1
 : 0.9%	i	12.4%	-3.5%	?	3.4%	4.0%	-12.1%	-7.4%
- COCCNC(=O)c1onc(CSc2ccc(F)c(F)c2)c1C(=O)O
 : -0.5%	i	-2.5%	3.4%	8.5%	-6.9%	-0.3%	14.2%	-2.1%

# Reformatted: entries from further up.
molecule	HepG2 tox	S2 tox	ATXN2 expr inh	TGFb inhibitor	EPAC2 antag	Nrf2 block	Nrf2 ARE act	A549 viability	MCF10A rerep
CCN(CC(=O)Nc1c(F)cccc1F)C(=O)CSCC(=O)Nc1cccc(C)c1	-0.8%	?	-0.9%	-6.6%	4.8%	6.0%	-0.9%	-8.3%	-3.7%
CC(=O)Nc1ccc(S(=O)(=O)N2c3ccccc3C(C)=CC2(C)C)cc1	-22.1%	?	-3.9%[11.3 µM]	?	1.5%	18.4%	0.3%	-13.2%	?
